Source: PubChem BioAssay
PTHR1 agonist: agonists of human PTHR1 parathyroid hormone receptor. HEK293 GP2 PTHR1 cells, GloSensor cAMP luminescence, 1 h. Potency, µM (titrated, usually from 115 µM), for inactives: at the highest dose activation, hits mostly activators. 0.075% of 410,000 active. AID 743266; note: potency is the fitted concentration of half-maximal effect; nearly all actives have a fitted effect of over 55% in size; some results filed as inactive show a strong effect at the top dose; inactives centre near -15; many of its hits are not listed in these tables
Target sequence (Q03431 whole entry, looked up): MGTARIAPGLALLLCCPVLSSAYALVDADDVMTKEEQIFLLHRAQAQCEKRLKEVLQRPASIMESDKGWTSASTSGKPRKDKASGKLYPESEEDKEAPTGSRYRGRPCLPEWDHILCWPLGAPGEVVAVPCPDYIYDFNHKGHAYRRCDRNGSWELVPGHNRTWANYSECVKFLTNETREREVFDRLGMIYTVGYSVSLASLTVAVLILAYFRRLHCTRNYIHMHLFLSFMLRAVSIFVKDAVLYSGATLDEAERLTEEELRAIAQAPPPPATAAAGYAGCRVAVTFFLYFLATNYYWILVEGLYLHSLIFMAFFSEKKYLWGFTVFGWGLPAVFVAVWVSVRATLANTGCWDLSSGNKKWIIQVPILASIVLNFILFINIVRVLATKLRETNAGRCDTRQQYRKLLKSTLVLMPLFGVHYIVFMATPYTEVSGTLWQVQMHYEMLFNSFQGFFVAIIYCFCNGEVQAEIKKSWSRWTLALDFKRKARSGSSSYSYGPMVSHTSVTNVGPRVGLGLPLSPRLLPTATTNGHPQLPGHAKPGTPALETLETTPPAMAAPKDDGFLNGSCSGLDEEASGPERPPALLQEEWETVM
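HEK-293-derived GP2 cells expressing PTHR1 and a GloSensor cAMP reporter, 3,000/well, plated overnight, given luciferin plus IBMX (each 0.5 mM as added) for 1 h at 37 °C, then compound for 1 h at 37 °C. Luminescence was read after 15 min at room temperature.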
DRD3 agonist: agonists of human D3 dopamine receptor | P35462 | D3R DiscoveRx beta-arrestin cells, luminescence, 90 min | max activation, % | 0.58% of 410,000 active | AID 652048; in the data active = max activation above about 30%; note: 0% is about no effect; mostly tested at two doses, the higher about 12 µM
Target sequence (P35462 whole entry, looked up): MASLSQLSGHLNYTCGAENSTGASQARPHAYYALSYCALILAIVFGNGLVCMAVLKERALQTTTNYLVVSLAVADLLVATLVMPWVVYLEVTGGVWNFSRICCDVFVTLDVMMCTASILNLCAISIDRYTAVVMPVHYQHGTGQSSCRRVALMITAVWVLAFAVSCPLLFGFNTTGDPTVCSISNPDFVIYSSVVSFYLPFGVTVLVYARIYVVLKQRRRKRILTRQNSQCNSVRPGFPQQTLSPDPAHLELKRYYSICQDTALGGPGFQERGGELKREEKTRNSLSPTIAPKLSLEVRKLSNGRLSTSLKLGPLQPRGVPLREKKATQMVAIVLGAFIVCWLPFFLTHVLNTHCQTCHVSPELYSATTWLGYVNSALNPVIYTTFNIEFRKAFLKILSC
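Cells at 1500/well, incubated overnight, then treated with pinned compounds (dopamine as control) for 90 min at 37 degrees C. DiscoveRx reagent added for 30 - 60 minutes at room temperature; luminescence read.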
EPAC2 ag: EPAC2 (human) agonism. 0.079% of 360,000 active. AID 720711. EPAC2 activation, biochemical qHTS; response scale: 100% = 6.5 mM cAMP response. Potency, µM (top dose mostly 154 µM), inactives show at the top dose activation, usual class: activators; note: potency is the fitted concentration of half-maximal effect; nearly all actives have a fitted effect of over 50% in size
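In this primary screen, activation is scored as increased exchange of BODIPY-GDP from Rap1B by 100 nM EPAC2, with 50 uM GDP as competitor. Signal is normalized to the 6.5 mM cAMP agonist control.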
CCT modulator: cytosolic chaperonin activity modulation. 0.3% of 360,000 active. activity change, % (no concentration beside the values), hits read low. purified chaperonin ATPase assay, HTRF ADP detection, 30 min; in the data active = activity change below about -30%; note: % is set by controls: 0 for no effect and ±100 for the full control effect
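Enzyme 40 or 20 nM (batch-dependent) in Tris pH 7.4/KCl/MgCl2/DTT; cpd 76 uM single point; ATP 10 uM; 30 min 37 °C; Transcreener ADP HTRF detection, 30 min RT; ratio 665/615.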
Mm-Cpn inhibitor: blocks the Methanococcus maripaludis chaperonin Mm-Cpn; purified Mm-Cpn ATPase, ADP Transcreener TR-FRET; Potency, µM (titrated, usually from 76.9 µM), without a hit: at the top dose activity, negative = inhibition, most hits filed as inhibitors; 0.031% of 330,000 active; AID 504842; note: potency is the fitted concentration of half-maximal effect; % is set by controls: 0 for no effect and ±100 for the full control effect; nearly all actives have a fitted effect of over 80% in size
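ATPase turnover read by TR-FRET ADP competition (Eu cryptate antibody/ADP-d2, 665/590 nm): 10uM ATP final, 25nM Mm-CPN final, 30 min 37degC after 10-min compound preincubation, pH 7.4 Tris/KCl/MgCl2/DTT buffer.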
EPAC2 antag: antagonists of human EPAC2; Q8WZA2; EPAC2 GEF exchange of Rap1B-BODIPY-GDP, fluorescence; Potency, µM (top dose mostly 114 µM), for inactives: top-dose activity, negative = inhibition, hits mostly inhibitors; 0.18% of 360,000 active; note: potency is the fitted concentration of half-maximal effect; % is set by controls: 0 for no effect and ±100 for the full control effect; nearly all actives have a fitted effect of over 45% in size; many of its hits are not listed in these tables
pAkt inh: inhibitors of Akt phosphorylation. AID 651550. Neuro2A IGF-stimulated pAkt S473 HTRF, 20 min; active compounds read low. 0.32% of 360,000 active. activity change, % for hits at 50 µM; in the data active = activity change below about -80%; inconclusive = mostly about -51% to -80%; note: % is set by controls: 0 for no effect and ±100 for the full control effect
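Neuro2A cells in DMEM with 0.5% FBS, overnight at 37 deg C, given compound at single 50 µM final, then IGF (6 nM final) for 20 min at 37 deg C. Lysed; phospho-Akt Ser473 by HTRF after 24 h, 665/615 ratio.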
DRD3 antagonist: antagonists of human D3 dopamine receptor | P35462 | D3R cells, DiscoveRx beta-arrestin luminescence, antagonist mode; active compounds read low | max response, negative = inhibition, % | 2.5% of 360,000 active | AID 652054; in the data active = max response below about -50%; inconclusive = no clear call, values can overlap the other calls; note: % is set by controls: 0 for no effect and ±100 for the full control effect; mostly tested at two doses, the higher about 12 µM
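Cells expressing the human receptor were seeded at 1500 cells/well, incubated overnight at 37 degrees C in 5% CO2, then exposed to library compounds with dopamine controls for 90 minutes at 37 degrees C before luminescent detection.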
An asterisk follows results filed as active; i = inactive; ? = inconclusive; . = not tested or not shown; [ ] = dose if it differs, or a comment. Unless noted, calls come from the whole dose curve; as a rule, active = well fitted curve in the direction sought with a large enough effect; inconclusive = small, poorly fitted or top-dose-only effect, or another doubt; inactive = no such curve, though single readings can be large; an effect the other way counts as inactive or inconclusive. An excerpt (hit frequency here may not be typical).

SMILES | PTHR1 agonist | DRD3 agonist | EPAC2 ag | CCT modulator | Mm-Cpn inhibitor | EPAC2 antag | pAkt inh | DRD3 antagonist
CCOC(=O)[C@H]1[C@H]2COc3ccc(OC)cc3[C@@H]2N2C(=O)c3cc(OC)c(OC)cc3NC(=O)[C@@]12C | -14% | -11 | 10% | -0.7 | 1% | -12% | i | -61*
Cc1ccc(S(=O)(=O)N2CCC(C(=O)OCCOc3cccc(C)c3)CC2)cc1 | -17% | 0 | 7% | 0.2 | -2% | -4% | i | 1
CCCCCOc1ccc(NC(=O)CCCC(=O)O)cc1 | i | 4 | -2% | 0.0 | -1% | -4% | i | 6
Cc1ccc(CN2C(=O)c3ccccc3C2c2nnnn2-c2ccc3c(c2)OCCO3)cc1 (stereo not given) | i | 5 | 12% | 0.4 | . | -16% | i | 18
COc1ccc(CN2C(=O)c3cccnc3C2=O)cc1S(=O)(=O)NC1CCCCC1C (stereo not given) | i | 0 | -3% | 1.6 | 4% | -7% | . | -1
COCCNc1nc2cc(-c3cccc(Cl)c3)sc2c(=O)n1C | -44%[inhibitor] | 2 | 3% | -2.2 | . | 10% | i | 15
COC(=O)c1cc(NC(=O)Cc2ccccc2[N+](=O)[O-])ccc1Cl | i | -20 | 2% | -4.4 | 3% | -11% | i | -7
Cn1nnnc1SCC(=O)Nc1nc2c(s1)CCCC2 | -12%[57.5 µM] | -3 | 5% | 0.2 | -4% | -1% | i | 14
CC(NC(=S)NCCCN1CCOCC1)C1CC2CCC1C2 (stereo not given) | -16% | -12 | -2% | 1.5 | 5% | 3% | i | -8
Cc1ccc(C2=NN(CC(=O)NCc3cccs3)C(=O)CC2)cc1 | -23% | -12 | 0% | -0.3 | -3% | 5% | i | -10
CC(CCc1ccccc1)NC(=O)c1ccc(NC(=O)c2ccc(Cl)cc2Cl)cc1 (stereo not given) | i | 4 | 1% | -5.1 | 0% | 2% | i | 0
[O-]/C(=C(\C(=S)Nc1ccc(Cl)cc1)[n+]1ccccc1)c1ccc(OC(F)F)cc1 | -50%[inhibitor] | -8 | 14% | -1.0 | 1% | 10% | i | -1
COC(=O)C(C)Sc1nc2c(c(-c3ccc(OC)cc3)c1C#N)-c1ccccc1C2=O (stereo not given) | -5% | -1 | -7% | -3.4 | . | 3% | . | 4
Cc1nn(C)cc1NC(=O)c1ccc(Br)o1 | i | -3 | -6% | 1.0 | 2% | 3% | i | ?
CCN(CC)C(=O)Cn1cc(SCC(=O)Nc2cc(C)on2)c2ccccc21 | i | 2 | 0% | 0.3 | -1% | 2% | i | 6
Cc1ccc(C)c(CN2CCCN(C(=O)Cn3ncc4c3-c3ccccc3OC4)C2)c1 | -25% | -7 | 6% | -2.4 | -1% | 4% | i | -3
Cc1ncc(CO)c2cc(C(=O)Nc3ccccc3Cl)c(=Nc3cccc(C(N)=O)c3)oc12 | i | 16 | 3% | -1.3 | 2% | 10% | i | 29
Nc1c(C(=O)OCC(=O)Nc2ccccc2Br)[nH]c(=O)[nH]c1=O | i | 1 | -1% | -3.8 | 0% | -5% | i | 5
COC(=O)c1cc(S(=O)(=O)NCCc2ccccc2)c[nH]1 | -16% | 9 | 7% | -0.7 | -1% | -1% | i | -6
Cc1c(C(=O)NCCSCc2ccccc2)cccc1[N+](=O)[O-] | 11% | 3 | 3% | 0.9 | -3% | -15% | i | 4
CC(C)c1cc2c(c(O)c1O)[C@@]13CCCC(C)(C)C1CC2OC3=O (stereo not given in full) | -38%[inhibitor] | 7 | -3% | 0.0 | -2% | -5% | i | 27
COc1ccc(OCCC(=O)OCC(=O)Nc2ccc(S(=O)(=O)N3CCOCC3)cc2)cc1 | 4% | -1 | 14% | -5.6 | 0% | -7% | i | -4
COc1ccccc1CC(=O)Nc1c[nH]c(=O)[nH]c1=O | i | -4 | 1% | -2.1 | -1% | 1% | i | -11
Oc1ccc(-n2cnnn2)cc1 | -16%[57.5 µM] | 11 | 5% | 0.1 | 3% | 21% | i | -21

Brought forward from above: 2 entries, followed by the next part.
SMILES | PTHR1 agonist | DRD3 agonist | EPAC2 ag | CCT modulator | Mm-Cpn inhibitor | EPAC2 antag | pAkt inh | DRD3 antagonist
COc1ccccc1CC(=O)Nc1c[nH]c(=O)[nH]c1=O | i | -4 | 1% | -2.1 | -1% | 1% | i | -11
Oc1ccc(-n2cnnn2)cc1 | -16%[57.5 µM] | 11 | 5% | 0.1 | 3% | 21% | i | -21
COc1ccccc1Cc1c(C2CCCCC2)nc2c3ccccc3ccn12 | ? | -9 | 14% | -1.0 | . | 2% | i | 0
COc1cccc(C(=O)Oc2c(CN3CCOCC3)cc(Cl)c3cccnc23)c1 | -5%[57.5 µM] | -23 | 12% | -1.4 | 0% | 2%[57.1 µM] | i | -8
Clc1ccc(CSc2nncn2-c2ccccn2)cc1 | i | 0 | 8% | 1.8 | 1% | 7% | i | -4
COc1ccc(C(=O)N2N=C3CC(C)(C)OCC3C2c2ccccc2)cc1 (stereo not given) | i | 0 | 1% | -4.3 | 1% | 9% | i | 4
CC(C)(C)CC(=O)NC(=S)Nc1ccccc1C(F)(F)F | -28% | 5 | -22% | -1.8 | 1% | -11% | i | -2
COC(=O)c1cc(C(=O)Nc2nnc(C3CC3)s2)cc([N+](=O)[O-])c1 | -8% | -7 | -2% | -2.7 | 2% | -2% | i | -16
COc1ccc(CN2C(=O)CCC2(C)C(=O)NCc2cccnc2)c(OC)c1 (stereo not given) | i | 2 | 9% | -1.0 | 1% | -1% | i | 12
Fc1ccc(OCc2cc(-c3ccccc3)no2)cc1 | -32%[inhibitor] | -4 | 12% | -1.2 | -1% | 3% | i | 0
O=C1NC(c2ccc(Cl)cc2Cl)Oc2ccccc21 (stereo not given) | i | -14 | 2% | -7.1 | -3% | -2% | i | -8
Cc1cccc(NCC(=O)N/N=C\c2ccc[nH]2)c1 | i | 10 | 10% | -0.8 | 2% | -8% | i | 3
Cc1ccc(C)c2[nH]c(=O)c(CCNC(=O)c3ccc(S(=O)(=O)N4CCCC4)cc3)cc12 | -11% | 2 | 2% | -2.3 | 1% | -10% | i | 2
C(=C\c1ccccc1)/CN1CCN(C(c2ccccc2)c2nnnn2C2CCCCC2)CC1 (stereo not given) | -20% | -14 | 4% | -2.8 | . | 8% | i | -91*
COc1ccc(Nc2nnc(-c3ccccc3)c3ccccc23)cc1C(=O)N1CCCCC1 | -11% | -8 | 8% | -1.8 | 0% | -4% | i | -6
CC1CCC/C(=C\Nc2ccc3c(c2)OCO3)C1=O (stereo not given) | 7%[57.5 µM] | -2 | 3% | 0.9 | -1% | -2% | i | -25
O=C(Nc1ccc(Oc2c(F)c(F)c(F)c(F)c2F)cc1)OC1CCN2Cc3ccccc3N=C12 (stereo not given) | -28% | -22 | -5% | 0.7 | -7% | 3% | i | -16
Cc1ccc(C(=O)NCc2ccco2)cc1[N+](=O)[O-] | i | 1 | 3% | 2.2 | -6% | 5% | i | -7
COc1cccc(CNC(=O)COC(=O)c2c(NC(C)=O)sc(C)c2C)c1 | i | -6 | 4% | -1.3 | 0% | 1% | i | 0
COc1ccc(-c2noc(CCC(=O)N3CCN(c4ccccc4C)CC3)n2)cc1 | -37%[inhibitor] | -21 | 7% | -0.6 | 0% | -8% | i | 7
Cc1ccc(C(NC(N)=O)c2ccccc2C)cc1 (stereo not given) | 0% | -6 | 10% | -0.1 | 0% | -5% | i | -11
N#Cc1ccc(COc2cccc3cccnc23)cc1 | -4% | -2 | 7% | -0.7 | 0% | -3% | i | -7
CCOC(=O)C(C)n1cnc2c(oc3ccccc32)c1=O (stereo not given) | i | -2 | -8% | -0.6 | 1% | 10% | i | -8
CCCN1C(=O)/C(=C/c2c(NCCCOC(C)C)nc3c(C)cccn3c2=O)SC1=S | i | -8 | ? | -0.9 | -4% | 21% | i | -23
Cn1c(=O)c2cc(S(=O)(=O)NC(C(=O)N3CCCCCC3)c3ccccc3)ccc2n(C)c1=O (stereo not given) | i | 1 | -8% | 0.2 | 0% | -7% | i | 5
Cc1cc(C(=O)Nc2nc3c(C)cccc3s2)c(C)o1 | -8%[57.5 µM] | 5 | 1% | -2.5 | 0% | 7% | i | 18
Cc1ccc(C(C)C)c(OCCNC(=O)c2ccccc2O)c1 | -45%[inhibitor] | 12 | 7% | 2.7 | 0% | 1% | i | 12
Cc1cccc(N(CC(=O)N/N=C/c2ccccc2C(=O)O)S(C)(=O)=O)c1C | -18% | -16 | 0% | 1.7 | -1% | 2% | i | 7
OCC1C2c3ccccc3C(c3ccccc32)C1CO (stereo not given) | i | 2 | 11% | -6.4 | 1% | -1% | i | -6
COc1cc(OC)c(OC)cc1/C=C1\CC(C)C/C(=C\c2cc(OC)c(OC)cc2OC)C1=O (stereo not given) | -18% | 1 | 16% | -3.7 | 0% | 1% | i | 47
Cc1ccccc1OCC(=O)Nc1cc(S(=O)(=O)N2CCCCC2)ccc1N1CCN(C)CC1 | -21% | -4 | 16% | -0.6 | 1% | -6% | i | -8
CCN(C[C@H]1N[C@@](Cc2ccccc2)(C(=O)OC)[C@H]2C(=O)N(C)C(=O)[C@@H]12)C(C)=O | 5% | -21 | 11% | -0.9 | -3% | -5% | i | -19
CSCCC(NC(=O)c1ccc(Cl)cc1Cl)C(=O)N1CC(C)OC(C)C1 (stereo not given) | -17% | -3 | 7% | -2.6 | -1% | 4% | i | -7
c1ccc2c(C[C@@H]3CNCCN3CC3CCCCC3)cccc2c1 | -5% | -7 | 6% | 1.9 | 2% | 10% | i | 7
Cc1cccc(S(=O)(=O)NC(=O)C2(C)CCN2C(=O)c2c(C)noc2C)c1 (stereo not given) | -4% | 15 | 6% | -0.3 | . | 6% | i | 0
O=C1CC(N2CCN(c3ccccc3)CC2)C(=O)N1c1ccc2c(c1)OCO2 (stereo not given) | -9% | -1 | 9% | -2.6 | -1% | 2% | i | -15
CC(=O)c1ccc(NC(=S)NCc2ccc(Cl)cc2Cl)cc1 | -9% | 6 | 8% | 0.5 | -4% | -21% | i | 5
CC1(C(=O)NS(=O)(=O)c2ccccc2OC(F)(F)F)CCN1C(=O)Cc1ccccc1 (stereo not given) | -2% | -9 | 3% | -0.3 | . | 0% | i | ?
O=C(Nc1cccc(Cl)c1)N(Cc1nc2ccccc2c(=O)[nH]1)Cc1cccs1 | -28% | -6 | 2% | -2.9 | 1% | -2% | i | 4
NC(=O)c1ccsc1NC(=O)CSc1nc2ccccc2c(=O)n1CCCO | 10%[57.5 µM] | -1 | 10% | -1.9 | -3% | 0% | i | -16
CCOC(=O)C1=C(COC(=O)c2cccc(Br)c2)NC(=O)NC1C (stereo not given) | i | 2 | -6% | -1.3 | 1% | 4% | i | -9
